High-throughput results deposited in PubChem BioAssay by several laboratories.
FLuc inh counter: firefly luciferase enzyme inhibitors, primary screen, artefact control for luciferase-based inhibitor screens, biochemical, luminescence, ATPLite; Luciferin 4-monooxygenase (Photinus pyralis), P08659; 10 min; inhibition, % at 10 µM; hit rate 1.5% among 200,000; AID 1006, 2008;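 active = inhibition above about 50% when tested at 10 µM, limit read from the data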
Target sequence (P08659 whole entry, looked up): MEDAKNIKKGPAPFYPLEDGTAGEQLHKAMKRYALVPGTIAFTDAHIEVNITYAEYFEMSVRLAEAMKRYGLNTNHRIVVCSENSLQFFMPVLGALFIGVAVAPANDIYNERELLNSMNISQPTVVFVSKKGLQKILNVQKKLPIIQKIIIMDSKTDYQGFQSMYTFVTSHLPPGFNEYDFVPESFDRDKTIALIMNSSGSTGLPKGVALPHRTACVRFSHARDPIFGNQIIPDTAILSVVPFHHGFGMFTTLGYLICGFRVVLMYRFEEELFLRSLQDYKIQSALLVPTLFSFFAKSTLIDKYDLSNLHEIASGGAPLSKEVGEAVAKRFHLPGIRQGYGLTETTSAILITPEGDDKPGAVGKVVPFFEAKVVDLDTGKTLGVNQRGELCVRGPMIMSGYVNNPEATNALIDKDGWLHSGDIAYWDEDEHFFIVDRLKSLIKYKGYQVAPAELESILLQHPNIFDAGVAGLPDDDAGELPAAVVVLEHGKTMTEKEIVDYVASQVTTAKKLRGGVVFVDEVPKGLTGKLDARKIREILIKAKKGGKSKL
Hsp70 activator: Hsp70 transcriptional activators, primary screen, cell-based, HeLa, Hsp70 promoter luciferase, luminescence, 10 µM; HeLa Hsp70 promoter luciferase reporter; scaled: vehicle 0, proteasome-inhibitor control 100%; activation, % at 10 µM; hit rate 0.04% among 200,000;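 active = activation above the mean across all tested compounds plus 3 SD, cutoff set per campaign, cut at about 5.5% in these data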;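 note: 100% = MG132 at 30 µM as the positive control and 0% = DMSO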
NF-kB expr up: activators of NF-kB expression in neurons, primary screen, cell-based, HTS | human neuronal cells, NF-kB reporter expression; stronger effect = higher value | fold change at 12.5 µM | hit rate 1.6% among 190,000 | AID 1239, 2008; in the data active = fold change above about 3.3
Efa HMGR inh: inhibitors of E. faecalis class II HMGR, primary screen, biochemical, Enterococcus faecalis | purified E. faecalis HMGR, NADPH absorbance 340 nm kinetic | inhibition, % at 10 µM | hit rate 0.41% among 190,000 | AID 1066, 2008;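 active = inhibition above a set limit, the median over all tested compounds plus 3 SD, cut at about 9.5% in these data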;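 note: enzyme runs in reverse so mevalonate oxidation gives rising NADPH absorbance; 0% = complete reaction with DMSO and 100% = background rate lacking mevalonate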
FLuc stim CS: FLuc activators, initial screening, artefact control for FLuc-dependent activation tests, biochemical, ATPlite luminescence. Luciferin 4-monooxygenase (Photinus pyralis), P08659. ATPlite luciferase biochemical, 10 min; 0 = ATP-free wells, 1 = DMSO control. activation factor at 10 µM. 200,000 tested, under 10 active. AID 1027, 2008;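 active = luciferase activation factor, scaled between plate controls, of at least 2 with compound at 10 µM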
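test system = cell-free luciferase reagent | medium = PBS as buffer for the ATP substrate | dosing = test compounds dosed from 2 mM stocks in 100% DMSO | incubation = 10 min at ambient temperature | detection = luminescence measurement of luciferase light output | benchmarks = low control with PBS replacing ATP, high control enzyme plus ATP without compound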
Redox H2O2 prof: compounds producing H2O2 with reducing agent – biochemical, NIH compound library profiling, artefact control for MLSCN library redox annotation, primary screen. DTT-dependent redox cycling H2O2, phenol red/HRP absorbance; 100% = 100 µM peroxide control, 0% = buffer. activation, % at 10 µM. hit rate 0.03% among 200,000;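 active = activation of at least 50% relative to the plate's high and low controls in the primary single-dose screen; inactive = activation below 50%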;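 note: compound incubated with DTT at 0.8 mM final as the reducing agent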
STAT1 act: STAT1 signaling activators, primary screen, cell-based, HTS, luciferase reporter; NIH 3T3 STAT1-luciferase reporter, IFN-gamma, luminescence; 100% = IFN-gamma alone, no compound; activation (% of control), % at 5.5 µM; AID 932, 2007; hit rate 2.6% among 200,000;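 active = activation above the screen-wide mean activation plus 3 SD, cut at about 130% in these data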;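 note: raw ratio to IFN-gamma control signal so 100% means no change and 0% no light; values of inactives mirror those of a sister screen read the other way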
G6PDH counter: L. mesenteroides G6PDH inhibitors, counter-screen for G6PDH-coupled screening assays, biochemical, Leuconostoc mesenteroides enzyme. glucose-6-phosphate dehydrogenase [Leuconostoc mesenteroides]. Purified L. mesenteroides G6PDH, diaphorase/resazurin coupled fluorescence, 45 min. inhibition, % at 5 µM. hit rate 0.12% among 200,000; in the data active = inhibition above about 50%
APP 5'UTR act: activators of APP 5'UTR luciferase reporter, primary screen, SH-SY5Y cells; hit rate 1% among 190,000; SH-SY5Y APP 5'UTR luciferase reporter, luminescence; zero percent = DMSO vehicle wells; activation, % at 2 µM;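 active = activation above a set limit, based on mean plus 3 SD of controls, cut at about 140% in these data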; note: values of inactives mirror those of a sister screen read the other way
APP 5UTR inh: inhibitors of APP translation via 5'UTR reporter, primary screen, APP 5'UTR luciferase, SH-SY5Y cells | SH-SY5Y APP 5'UTR-luciferase reporter, luminescence | inhibition, % at 2 µM | hit rate 0.82% among 190,000;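 active = inhibition above a set limit, derived from the sample mean plus 3 SD, cut at about 45% in these data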; note: values of inactives mirror those of a sister screen read the other way
An asterisk follows results filed as active; · = no result given.

SMILES	FLuc inh counter	Hsp70 activator	NF-kB expr up	Efa HMGR inh	FLuc stim CS	Redox H2O2 prof	STAT1 act	G6PDH counter	APP 5'UTR act	APP 5UTR inh
CSc1nc2c(c(=O)[nH]c(=O)n2C)n1C/C=C(\C)Cl	-4	1.2	1	-1	1	1.1	99	6	-20	20
CC1CN(C(=O)c2ccc(COc3ccc(C(C)C)cc3)o2)CC(C)O1 (stereo unspecified)	12	0.3	1.8	-4	0.9	-0.8	129*	3	22	-22
O=S(=O)(N/N=C\C=C\c1ccccc1)c1ccc(Cl)cc1	-9	-0.2	1	1	1.1	1.5	102	0	-8	8
CC(C)CCN1CCN(Cc2cnc(-c3ccccc3)s2)CC1CCO (stereo unspecified)	-5	-0.3	1.1	-1	1.1	-0.8	87	16	-12	12
CCOc1ccc(CN(CCC#N)C(=S)NC(=O)c2ccccc2)cc1	-1	-0.3	0.86	2	1	0.8	104	-15	-13	13
COC(=O)Cc1ccc(NC(=S)N2CCCC(C)C2)cc1 (stereo unspecified)	89*	-0.2	1.5	-1	0.1	-0.2	104	-2	30	-30
CCOC(=O)C1=C(C)NC(C)=C(C(=O)OCC)C1C(=O)OCC(=O)NC(C)C	-5	-0.5	0.32	0	1	-0.1	102	-1	2	-2
CCN(C(=O)Cc1nc(N)n[nH]1)C1(C(=O)Nc2ccccc2)CCCCC1	-5	0.8	1.1	-4	1	0.3	96	6	-4	4
O=C(NCc1cccnc1)c1sc2cc(Cl)ccc2c1Cl	-5	-0.1	1	-4	1	-4.9	100	4	6	-6
COC(=O)c1nnn(CC(=O)NC(=O)Nc2ccccc2F)c1C(=O)OC	-6	-0.2	1.2	-10	1.1	-0.5	105	8	16	-16
Cc1cc(C(=O)N2CCN(c3ncccn3)CC2)c(C)o1	-8	-0.1	1	2	1.1	2.4	93	-12	37	-37
Cc1ccc2c(c1)N(C(=O)CCC(=O)O)CCO2	-5	-0.1	1.1	9	1.1	0.4	102	-3	-26	26
O=C(NNS(=O)(=O)c1ccccc1)c1ccc(S(=O)(=O)N2CCCCC2)cc1	-6	-0.3	1	0	1.1	0.0	97	15	22	-22
COc1ccc(C(C)(C)C)cc1NC(=S)NCCN1CCOCC1	-2	-0.4	0.9	-2	1	0.4	103	14	14	-14
O=C(Nc1cccnc1)c1cn(-c2ccccc2)nc1-c1cccs1	28	-0.1	0.69	-1	0.7	0.1	123	3	14	-14
Cc1ccc(NS(=O)(=O)c2cccc(C(=O)N/N=C/c3ccc4c(c3)OCCO4)c2)c(C)c1	0	-0.2	1.1	-3	1	0.2	95	10	7	-7
O=C(O)c1ccc2c(c1)ncn2C1CCCCCC1	-1	1.6	1.1	3	1	-0.9	108	6	-6	6
C=CCN1C(=O)CSC1=Nc1ccc(O)cc1	-7	-0.3	3.4*	-2	1.1	-0.2	97	4	1	-1
COCCOc1ccc(C(F)(F)F)cc1NC(=O)c1ccc(F)cc1	0	-0.3	1.4	-2	1	-0.1	96	-2	-12	12
NC1=NC2(CCCCC2)n2c(nc3ccccc32)N1	4	-0.4	1.2	-2	1	2.4	104	13	-1	1
CC(C)NC(=S)Nc1ccc2nc3n(c(=O)c2c1)CCCCC3	-1	0.0	1.2	2	1	-0.5	98	-8	4	-4
COc1ccc(-c2nc3ccc([N+](=O)[O-])cc3[nH]2)cc1	44	-0.2	8.7*	1	0.6	0.2	182*	15	160*	-160
CCOc1ccc([N+](=O)[O-])c(N)c1	-1	0.0	1.2	1	1	-0.1	88	1	7	-7
OC(c1ccccn1)c1c[nH]c2ccccc12 (stereo unspecified)	-4	0.0	1.1	-8	1	0.2	91	2	12	-12
Cc1ccc2oc3c(c(=O)c2c1)C(c1ccc(F)cc1)N(CCCN1CCOCC1)C3=O (stereo unspecified)	-2	0.0	2.3	-5	1	-1.1	104	1	3	-3
Cn1c(N)c(C(=O)COC(=O)[C@@H]2CCCN2S(=O)(=O)c2ccc(Cl)cc2)c(=O)n(C)c1=O	-7	0.1	1.1	-3	1.1	-0.2	100	-2	-14	14
C/C(Cn1cnc([N+](=O)[O-])n1)=N\NC(=O)c1ccccc1O	-8	0.0	0.96	2	1.1	-1.5	103	11	-11	11
CN(C)c1ccc(C2C=C(c3ccc(Cl)cc3OC(F)F)Nc3ncnn32)cc1 (stereo unspecified)	-4	·	1.5	-6	1	·	·	-30	·	·
Cc1ccc(NC(=O)Nc2ccc(F)cc2)nc1	11	0.0	2.1	-6	0.9	0.6	136*	-5	35	-35
CSC1=C(C#N)C(c2ccccc2)C(C(C)=O)=C(C)N1 (stereo unspecified)	-6	0.1	1.2	3	1.1	-1.0	85	4	5	-5
COc1cccc(CNC(=O)CCC2CCCN(C/C=C/c3ccccc3OC)C2)c1 (stereo unspecified)	-6	-0.4	1	1	1.1	0.1	94	5	5	-5
COc1cc(C(=O)NC2CCCCC2)ccc1OCc1ccc(Cl)cc1Cl	-4	-0.5	1	5	1	0.3	99	0	8	-8
CCN(CC)S(=O)(=O)c1cc(C(=O)Oc2ccccc2OC)ccc1OC	-8	-0.6	0.98	-2	1.1	1.7	90	5	0	0
CC1CCN(c2ccccc2NC(=S)NC(=O)c2ccc(-c3cccc([N+](=O)[O-])c3)o2)CC1	-4	-0.4	0.92	1	1	1.4	104	1	-15	15
Cc1nn(-c2ccccc2)c2c1C(=O)NC(=O)C(C)(C)C2	-6	-0.3	0.98	-4	1.1	2.4	101	1	12	-12
COc1ccccc1N(O)C1CC(=O)N(c2ccc(Br)cc2)C1=O (stereo unspecified)	-1	-0.3	1.2	-5	1	1.1	93	-38	24	-24
COc1cccc(NC(=O)COC(=O)c2c(F)cccc2Cl)c1	3	-0.2	2	-3	1	-2.1	114	7	80	-80
CCSc1nc2ccccc2n1Cc1ccccc1F	1	-0.1	1	-8	1	-1.0	106	8	5	-5
COc1ccc(-n2c(O)c(/C=N/n3cnnc3)c3ccccc3c2=O)cc1	-7	-0.1	0.93	-4	1.1	-0.2	106	14	1	-1
CCOC(=O)CNC(=O)c1ccc2[nH]c3ccccc3c2c1	5	-0.3	1	-3	1	-0.4	110	2	14	-14
C=CCn1c(SCc2cccnc2)nnc1-c1ccncc1	-6	-0.3	0.96	-6	1.1	1.2	101	2	-3	3
COC(=O)c1sc2ccccc2c1C(=O)OC	-8	-0.2	1.2	5	1.1	-0.5	91	18	10	-10
CC(=O)NNC(=S)NCCc1ccccc1	-4	-0.2	1.3	-4	1	-0.3	99	1	-7	7
Cc1cccc(C)c1N1CCN(S(=O)(=O)c2ccc(F)cc2)CC1	-2	-0.2	0.52	5	1	0.6	97	2	-1	1
OC(CNCc1cccc(Br)c1)c1ccccc1 (stereo unspecified)	-8	0.0	1.1	-3	1.1	-0.4	97	14	0	0
Cc1ccc(C(=O)c2cc3ccccc3o2)cc1	57*	-0.1	3.9*	-2	0.4	13	157*	0	148*	-148
Cn1sc(NC(=O)c2ccccc2Cl)nc1=O	23	-0.3	1.1	-3	0.8	-6.5	96	4	-4	4
COc1cc(/C=C/C(=O)N2c3ccccc3Sc3ccc(C(F)(F)F)cc32)cc(OC)c1OC	-5	-0.4	1.2	-4	1	-0.3	87	4	8	-8
COc1ccc(C2=NCC(CSc3nccc(=O)[nH]3)S2)cc1 (stereo unspecified)	15	-0.3	1.1	-8	0.9	0.1	107	7	17	-17
O=C(Cc1cccs1)Nc1nnc(-c2ccccc2)s1	4	-0.1	1.5	2	1	-0.4	125	-3	62	-62
CCOc1cc(NC(=O)c2ccco2)c(OCC)cc1NC(=O)CCC(=O)NCc1cccnc1	-5	-0.5	0.78	0	1	-0.3	94	-14	-5	5
Cn1nc(C(=O)OCCN2C(=O)c3ccccc3C2=O)c2ccccc2c1=O	-9	0.0	1.2	-2	1.1	1.0	94	4	-19	19
CN1CCN(NC(=O)c2ccc(Cl)cc2Cl)CC1	-7	-0.3	0.99	0	1.1	0.0	104	10	12	-12
COc1ccccc1NC(=O)CC1C(=O)NCCN1C(=O)Nc1ccccc1 (stereo unspecified)	-4	0.0	0.85	0	1	-1.7	96	2	-5	5
COC(=O)c1cn(C(=O)c2cc(C)cc(C)c2)c2ccccc12	-7	-0.2	0.96	-9	1.1	-0.6	103	4	0	0
COCCCN1Cc2cccc(C(=O)O)c2C1=O	0	·	1.3	3	1	-0.8	·	1	14	-14
O=S1(=O)CC/C(=N\Nc2ccc(F)cc2)c2ccsc21	1	-0.2	1.1	4	1	-0.8	101	-3	-23	23
CCn1ccc2cc(OC)ccc2c1=S	5	0.0	1.3	-1	0.9	-0.1	92	-1	15	-15
O=C(CSc1nnc(CNC(=O)c2cccs2)o1)NCCc1ccccc1	-4	-0.4	1	-1	1	2.2	94	4	0	0
Cc1nn(-c2ccccc2)c2nc(=O)n(-c3ccccc3)cc12	-10	-0.2	1.5	-7	1.1	0.8	103	8	14	-14
More results
SMILES	FLuc inh counter	Hsp70 activator	NF-kB expr up	Efa HMGR inh	FLuc stim CS	Redox H2O2 prof	STAT1 act	G6PDH counter	APP 5'UTR act	APP 5UTR inh
COc1cccc(OC)c1-c1nn2c(-c3ccco3)nnc2s1	-2	-0.3	1.1	-1	1	0.0	107	11	16	-16
Cc1oc(-c2ccccc2)nc1C(=O)Nc1nccs1	-2	-0.1	1.6	-2	1	1.8	113	2	19	-19
COc1ccc(NC(=S)NC2CCN(Cc3ccccc3)CC2)cc1OC	-3	-0.1	1	-3	1	-0.5	102	-1	7	-7
COc1ccc(-c2nn(-c3ccccc3)cc2/C=C/C(=O)OCC(=O)Nc2ccc(C#N)cc2)cc1	-3	-0.3	0.97	-6	1	0.4	102	1	2	-2
COC(=O)C1CCN(C(=O)CN2C(=O)NC(CCc3ccccc3)C2=O)CC1 (stereo unspecified)	-7	-0.4	0.82	-2	1.1	7.0	100	0	5	-5

Full records from above. Screens in order: FLuc inh counter | Hsp70 activator | NF-kB expr up | Efa HMGR inh | FLuc stim CS | Redox H2O2 prof | STAT1 act | G6PDH counter | APP 5'UTR act | APP 5UTR inh
Record of COc1ccc(NC(=S)NC2CCN(Cc3ccccc3)CC2)cc1OC : -3 | -0.1 | 1 | -3 | 1 | -0.5 | 102 | -1 | 7 | -7
Record of COc1cccc(OC)c1-c1nn2c(-c3ccco3)nnc2s1 : -2 | -0.3 | 1.1 | -1 | 1 | 0.0 | 107 | 11 | 16 | -16
Record of COc1ccc(-c2nn(-c3ccccc3)cc2/C=C/C(=O)OCC(=O)Nc2ccc(C#N)cc2)cc1 : -3 | -0.3 | 0.97 | -6 | 1 | 0.4 | 102 | 1 | 2 | -2
Record of Cc1oc(-c2ccccc2)nc1C(=O)Nc1nccs1 : -2 | -0.1 | 1.6 | -2 | 1 | 1.8 | 113 | 2 | 19 | -19
Record of COC(=O)C1CCN(C(=O)CN2C(=O)NC(CCc3ccccc3)C2=O)CC1 (stereo unspecified) : -7 | -0.4 | 0.82 | -2 | 1.1 | 7.0 | 100 | 0 | 5 | -5
